Source: PubChem BioAssay (several laboratories)
Rv3671c inh: Rv3671c serine protease inhibitors, primary screen, biochemical, fluorescence polarization, M. tuberculosis H37Rv; inhibition, % at 5.96 µM; 320,000 tested, 0.048% active; AID 2606, 2010; P9WHR9; in the data active = inhibition above about 38%;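 note: extracellular domain of Rv3671c used as enzyme; 0% = enzyme with DMSO and 100% = no enzyme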
PfHsp40 rescue: rescue of yeast from PfHsp40 toxicity, primary screen, S. cerevisiae, ATP luminescence. S. cerevisiae expressing PfHsp40, growth rescue. growth rescue, % at 12.5 µM. 340,000 tested, 0.68% active; in the data active = growth rescue above about 28%, passing the limit was not always enough;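 note: yeast W303a lacking pdr1 and pdr3 grown in galactose medium; growth measured after three days at 30 °C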
SSB-PriA inh: inhibitors of Klebsiella pneumoniae PriA binding to SSB C-terminal tail, primary screen, biochemical, AlphaScreen | PriA–SSB C-terminal tail interaction (Klebsiella pneumoniae) | AlphaScreen SSBct-PriA binding, biotinylated peptide | inhibition, % at 33 µM | 430,000 tested, 0.6% active | AID 1272365, 2023; in the data active = inhibition mostly above about 37%, no sharp cut-off; inactive = mostly below about 20%;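 note: plate controls were negative control peptide for no effect and reference peptide for full effect; strong numbers were not always called active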
Vc quorum ag: inducers of Vibrio cholerae quorum light production without autoinducers, primary screen, BH1578 luxS cqsA deficient, single point; activation, % at 18.7 µM; 350,000 tested, 0.16% active; AID 588436, 2011; V. cholerae BH1578 lux reporter, luminescence, 6 h; in the data active = activation mostly above about 9.7%, no sharp cut-off; note: not every result past the cut was called active; inactives centre near 0; reference of the scale not given here
3CLpro inhibitor: SARS-CoV 3CLpro protease inhibitors, primary screen, biochemical, quenched FRET. inhibition, % at 6 µM. 290,000 tested, 0.14% active. recombinant SARS-CoV 3CLpro, quenched FRET peptide cleavage. AID 1706, 2009. Replicase polyprotein 1ab (Severe acute respiratory syndrome coronavirus), P0C6X7; in the data active = inhibition above about 12%
Anthrax LF inh2: Bacillus anthracis LF protease inhibitors, primary screen, biochemical, multiplex microsphere, MLPCN library | Lethal factor (Bacillus anthracis), P15917 | multiplex microsphere protease cleavage assay | inhibition, % at 10 µM | 360,000 tested, 0.12% active | AID 588501, 2011; in the data active = inhibition above about 30%; note: plate controls were buffer without enzyme for full effect and enzyme alone for no effect
TcdB GH inh: TcdB glycohydrolase inhibitors, primary screen, biochemical, single point, plate reader. Toxin B (Clostridioides difficile), P18177. TcdB glycohydrolase enzymatic assay. inhibition, % at 9.99 µM. 350,000 tested, 0.24% active. AID 652162, 2013; in the data active = inhibition above about 10%
Target sequence (P18177 whole entry, looked up): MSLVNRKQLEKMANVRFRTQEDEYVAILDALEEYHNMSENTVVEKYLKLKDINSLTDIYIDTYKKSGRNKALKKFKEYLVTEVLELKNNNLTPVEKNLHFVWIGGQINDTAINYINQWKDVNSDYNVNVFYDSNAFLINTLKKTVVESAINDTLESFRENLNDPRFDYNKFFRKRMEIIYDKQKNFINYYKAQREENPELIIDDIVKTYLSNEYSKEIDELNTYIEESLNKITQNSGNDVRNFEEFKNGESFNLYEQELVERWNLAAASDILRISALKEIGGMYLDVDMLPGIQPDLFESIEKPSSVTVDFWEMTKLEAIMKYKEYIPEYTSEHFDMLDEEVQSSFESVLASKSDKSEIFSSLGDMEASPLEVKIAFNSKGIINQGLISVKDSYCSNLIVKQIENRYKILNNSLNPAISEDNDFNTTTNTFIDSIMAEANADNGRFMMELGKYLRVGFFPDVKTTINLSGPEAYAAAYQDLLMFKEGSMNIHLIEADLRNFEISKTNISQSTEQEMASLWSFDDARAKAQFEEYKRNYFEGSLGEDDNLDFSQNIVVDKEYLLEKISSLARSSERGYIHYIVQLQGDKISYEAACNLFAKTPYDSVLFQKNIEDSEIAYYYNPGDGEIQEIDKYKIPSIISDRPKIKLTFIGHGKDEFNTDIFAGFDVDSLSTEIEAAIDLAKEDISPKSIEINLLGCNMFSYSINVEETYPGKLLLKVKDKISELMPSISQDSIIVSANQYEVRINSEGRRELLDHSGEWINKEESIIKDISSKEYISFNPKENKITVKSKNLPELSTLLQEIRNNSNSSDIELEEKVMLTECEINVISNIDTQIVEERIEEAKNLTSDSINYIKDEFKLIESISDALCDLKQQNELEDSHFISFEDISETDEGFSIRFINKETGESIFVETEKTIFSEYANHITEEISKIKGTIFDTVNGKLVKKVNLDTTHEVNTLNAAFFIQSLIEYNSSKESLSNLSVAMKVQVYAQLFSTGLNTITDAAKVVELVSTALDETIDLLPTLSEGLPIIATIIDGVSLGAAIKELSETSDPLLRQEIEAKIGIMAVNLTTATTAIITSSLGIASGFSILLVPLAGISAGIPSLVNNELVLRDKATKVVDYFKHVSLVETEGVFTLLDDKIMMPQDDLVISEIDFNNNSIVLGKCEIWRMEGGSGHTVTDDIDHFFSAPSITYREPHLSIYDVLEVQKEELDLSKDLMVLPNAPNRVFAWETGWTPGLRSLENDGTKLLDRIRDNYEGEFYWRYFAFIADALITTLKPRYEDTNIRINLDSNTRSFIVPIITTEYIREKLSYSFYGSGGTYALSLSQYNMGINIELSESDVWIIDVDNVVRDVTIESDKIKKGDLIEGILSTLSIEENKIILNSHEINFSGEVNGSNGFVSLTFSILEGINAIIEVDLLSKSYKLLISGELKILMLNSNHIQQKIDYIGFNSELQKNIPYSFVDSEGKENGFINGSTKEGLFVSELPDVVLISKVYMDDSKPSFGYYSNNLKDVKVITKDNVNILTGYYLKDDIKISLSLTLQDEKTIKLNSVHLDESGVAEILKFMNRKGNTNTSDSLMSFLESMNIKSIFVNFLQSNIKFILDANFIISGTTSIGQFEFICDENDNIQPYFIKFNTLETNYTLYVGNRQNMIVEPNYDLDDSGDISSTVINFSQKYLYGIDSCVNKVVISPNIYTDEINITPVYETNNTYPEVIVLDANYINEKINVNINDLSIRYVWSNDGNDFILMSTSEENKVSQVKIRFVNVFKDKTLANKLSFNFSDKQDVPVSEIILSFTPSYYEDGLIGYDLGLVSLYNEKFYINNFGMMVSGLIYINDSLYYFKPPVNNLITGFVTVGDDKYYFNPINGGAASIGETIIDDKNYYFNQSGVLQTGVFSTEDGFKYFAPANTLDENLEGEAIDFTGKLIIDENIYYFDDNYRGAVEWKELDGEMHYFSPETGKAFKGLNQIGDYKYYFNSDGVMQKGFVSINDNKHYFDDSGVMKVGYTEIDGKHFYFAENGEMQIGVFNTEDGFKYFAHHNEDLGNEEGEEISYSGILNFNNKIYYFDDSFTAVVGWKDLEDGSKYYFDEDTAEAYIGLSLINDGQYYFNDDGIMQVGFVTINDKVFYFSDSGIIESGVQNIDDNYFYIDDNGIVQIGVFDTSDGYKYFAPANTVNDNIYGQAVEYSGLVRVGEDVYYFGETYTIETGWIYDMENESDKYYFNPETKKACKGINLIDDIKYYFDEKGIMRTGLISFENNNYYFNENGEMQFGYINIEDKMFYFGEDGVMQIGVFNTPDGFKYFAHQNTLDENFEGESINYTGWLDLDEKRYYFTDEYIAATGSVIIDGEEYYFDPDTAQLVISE
VHR inh abs: VHR1 phosphatase inhibitors, primary screen, biochemical, absorbance, uHTS | Dual specificity protein phosphatase 3 (Homo sapiens), P51452 | recombinant VHR phosphatase, pNPP absorbance | inhibition, % at 13.3 µM | 290,000 tested, 0.52% active; in the data active = inhibition above about 50%; note: some compounds called inactive have numbers as strong as hits
MazF activator: activators of E. coli MazEF toxin-antitoxin RNase, primary screen, biochemical, fluorescence, uHTS | Endoribonuclease toxin MazF (Escherichia coli (strain K12)), P0AE70 | FAM/BHQ RNA-DNA oligo cleavage fluorescence, 5 h | activation, % at 20 µM | 350,000 tested, 0.32% active | AID 504720, 2011; in the data active = activation above about 50%
Yp Topo-I inh: Yersinia pestis topoisomerase I inhibitors, primary screen, biochemical, cleavage product accumulation, plate reader, single point. 360,000 tested, 0.064% active. activity, % at 10 µM. Y. pestis Topo-I cleavage product accumulation. DNA topoisomerase I (Yersinia pestis CO92); in the data active = activity above about 50%, passing the limit was not always enough; note: inactives centre near 2
* = called active by the depositor; i = inactive; x = not tested or not shown; & = joins results of further samples. This is a subset (hit frequency here may not be typical).

entry	SMILES	Rv3671c inh	PfHsp40 rescue	SSB-PriA inh	Vc quorum ag	3CLpro inhibitor	Anthrax LF inh2	TcdB GH inh	VHR inh abs	MazF activator	Yp Topo-I inh
1	CNC(=O)C[C@H]1C(=O)N(Cc2ccccc2)C[C@@H]1Cc1ccccc1	x	x	x	-0.3	x	2	0.5	x	4	6
2	CC(=O)Nc1ccc(NC(=O)C(C)OC(=O)C2(c3ccccc3F)CCCC2)cc1 (centres undefined)	-1	0.0	3	i	x	3	0.9	x	6	9
3	CC(CCc1ccccc1)NC(=O)N1CCOCC1 (centres undefined)	0	-1.3	-20	-0.3	0	0	x	-10	3	2
4	CCOC(=O)CNC(=O)CNC(=O)c1ccc(OC)cc1	-8	0.1	-12	-1.4	4	0	x	14	5	6
5	COCCNC(=O)c1csc2c1CCCC2	1	-1.1	0	i	-3	-6	x	18	-6	-3
6	C/C(=C\C(=O)O)C12CC3CC(CC(C3)C1)C2	0	-0.4	0	x	1	-4	x	-18	7	8
7	Cc1noc(/C=C/N(C)C)c1S(=O)(=O)N1CCC(C(=O)Nc2ccc(Cl)cc2)CC1	-47	-0.6	-9	i	0	-2	2.9	17	-10	14
8	O=C1CCC/C=C\C[C@@H](CC(=O)N(CCO)Cc2ccccc2)C(=O)N[C@H](c2ccccc2)CO1	-2	-1.3	-2	i	x	-2	1.4	x	0	10
9	Cn1cccc1C(=O)OCC(=O)N1CCc2ccccc2C1	x	x	x	i	x	2	1.1	x	2	6
10	Cc1ccc(S(=O)(=O)NC(=O)c2ccccc2F)cc1	0	0.8	-15	i	0	-1	1.4	5	1	-3
11	CCOC(=O)N1CCN(C(=O)c2ccc3nc4ccc(Cl)cc4c(=O)n3c2)CC1	0	-0.4	-2	-2.9	0	0	x	17	13	3
12	NC(=O)NC(=O)COC(=O)CCCCCNS(=O)(=O)c1ccc2c(c1)OCCO2	5	-2.5	5	-2.6	2	-4	-0.7	0	6	5
13	COCc1cc(OC(=O)N(C)C)nc(-c2ccc(C)c(Cl)c2)n1	3	0.6	-10	i	-2	3	1.0	16	2	6
14	CCOC(=O)c1c(-c2ccc(C)o2)csc1NC(=O)CN1CCOCC1	3	2.4	1	i	4	-8	x	33	4	-3
15	COc1ccc(CCNC(=O)c2cc(-c3cc(Cl)cc(Cl)c3)oc2C)cc1	3	-1.0	4	i	7	-7	x	2	-11	2
16	O=C(Nc1ccc(O)c2c(=O)cc(-c3cccc(Cl)c3)oc12)c1cccc(Cl)c1	7	0.8	-12	i	x	4	-2.1	10	-6	-5
17	CNC(=O)c1c(NC(=O)c2ccc(S(=O)(=O)N3CCCC3)cc2)sc2c1CCN(C(C)C)C2	-11	x	x	x	-9	x	2.3	-11	x	x
18	O=C(OCc1ccccc1C(F)(F)F)c1cc([N+](=O)[O-])ccc1N1CCOCC1	11	3.5	13	-0.7	2	0	0.5	28	-17	0
19	COc1ccc(NC(=O)c2cccc3c2C(=O)c2ccc(-c4cnc(OC)nc4)cc2S3(=O)=O)cc1	-1	0.1	8	-2.4	x	-4	-1.6	x	6	7
20	O=C(Nc1nccs1)c1cc2sccc2n1Cc1ccc(F)cc1	-5	0.1	5	i	2	1	x	23	0	-2
21	Cn1cc(C(=O)c2cccc(Cl)c2Cl)cc1C(=O)O	-7	-1.0	-15	i	3	-1	x	-2	-2	-12
22	CC1C(=O)N2CCCc3cc(S(=O)(=O)NCc4ccc(Cl)cc4)cc1c32 (centres undefined)	4	0.5	1	i	-2	-1	2.2	-14	5	-1
23	CC(C)CC(=O)NC(=S)NCCc1ccccc1	9	2.3	-29	14	6	0	x	25	7	-3
24	Cc1cccc(NC(=O)N2CCC(C(=O)c3ccc(F)cc3)CC2)c1	5	-1.5	-14	-0.3	5	0	-0.8	14	-12	14
25	CN(C)/N=C/C=C1\CCC/C(=C\c2ccc(F)c(F)c2)C1=O	-8	-0.8	x	-0.2	4	-7	1.6	-11	5	-7
26	Cn1c(=NC(=O)c2ccccc2[N+](=O)[O-])sc2cc(S(C)(=O)=O)ccc21	2	-0.8	-12&10	0.6	-5	-2	x	5	4	-3
27	CCN(CC)CC(O)CNc1ccnc2c(Cl)ccc(Cl)c12 (centres undefined)	x	0.3	-8	x	x	-5	-0.2	x	5	0
28	CN(CC(=O)Nc1ccc(Cl)c(C(F)(F)F)c1)C(=O)c1ccc(S(=O)(=O)N2CCOCC2)cc1	x	-0.4	-8	-8.7	x	9	0.5	x	4	3
29	Cc1ccc(C(=O)NNC(=O)CCCCC(=O)NNC(=O)c2ccc(C)cc2)cc1	3	-1.0	-22	-0.2	5	-9	0.2	20	10	-18
30	CC(=O)OC12COC1CC(O)C1(C)C(=O)C(O)C3=C(C)C(O)CC(O)(C(OC(=O)c4ccccc4)C21)C3(C)C (centres undefined)	x	-0.6	-3	i	x	-6	-10	x	-3	5
31	O=C(OCc1c(-c2ccccc2)ncc2ccccc12)c1ccc(Br)cc1	0	0.2	8	-0.6	x	-9	-0.6	x	0	-4
32	Cc1ccc(Nc2cc(=O)oc3ccccc23)c(C)c1	6	0.4	0	-0.4	2	-4	x	10	16	13
33	CCOc1c(OC(C)=O)ccc(/C=C/c2ccc3cccc(OC)c3n2)c1[N+](=O)[O-]	-13	-0.5	21	i	-5	1	2.1	4	0	-1
34	Cn1nc([N+](=O)[O-])nc1Sc1nnnn1-c1ccc(C(=O)O)cc1	-4	0.3	3	i	1	2	3.5	-4	-17	-13
35	CCOc1ccc(NC(=O)COc2ccc(C(=O)NC(C)c3ccc(S(N)(=O)=O)cc3)cc2OC)cc1 (centres undefined)	-6	-0.1	-2	-2.9	x	4	0.5	x	-7	14
36	CCc1nnc(NC(=O)CC23CC4CC(CC(C4)C2)C3)s1	2	0.0	3&1	-0.4	-5	-3	-1.4	6	2	7
37	Cc1ccc(/C=N/N2CCN(Cc3ccc(Cl)cc3)CC2)o1	6	-1.4	x	-0.5	-5	-10	x	0	-2	19
38	N#Cc1ccc(NC(=O)Nc2ccc(Cl)cc2)cc1	-71	0.2	-29	i	3	1	x	3	6	-9
39	CC1CCCCC1NC(=O)c1nn(C)c2c1CS(=O)(=O)c1ccccc1-2 (centres undefined)	-7	-1.4	-1	i	1	-2	1.0	7	-1	-1
40	O=C(CCc1ccccc1)Nc1ccc(Cl)cn1	0	-0.4	-19	-4.5	-2	-4	x	36	8	-3
41	CC(/C=C1\SC(=S)N(c2ccc(C(=O)O)cc2)C1=O)=C\c1ccccc1	-41	0.3	8	2.3	0	-2	-1.0	53*	-22	-15
42	Cc1ccc(NC(=O)COC(=O)C2COc3ccccc3O2)cc1S(=O)(=O)N1CCOCC1 (centres undefined)	-3	2.0	-6	-0.3	-2	1	x	-1	5	-1
43	COc1cccc(NC(=O)CN(C)C(=O)Cn2[nH]c(=O)c3ccccc3c2=O)c1	5	-0.8	-11	-0.7	x	x	0.4	x	-4	0
44	O=C(Nc1cccc(-n2cnnn2)c1)c1ccc(Cl)cc1Cl	1	3.1	-8	i	-1	-1	-0.6	68	8	-2
45	CC(=O)N1CCN(c2ccc(Nc3ncnc4c3oc3ccccc34)cc2)CC1	4	0.6	2	i	-10	-2	x	22	5	1

Fetched one by one from above, 6 records:
entry	SMILES	Rv3671c inh	PfHsp40 rescue	SSB-PriA inh	Vc quorum ag	3CLpro inhibitor	Anthrax LF inh2	TcdB GH inh	VHR inh abs	MazF activator	Yp Topo-I inh
41	CC(/C=C1\SC(=S)N(c2ccc(C(=O)O)cc2)C1=O)=C\c1ccccc1	-41	0.3	8	2.3	0	-2	-1.0	53*	-22	-15
35	CCOc1ccc(NC(=O)COc2ccc(C(=O)NC(C)c3ccc(S(N)(=O)=O)cc3)cc2OC)cc1 (centres undefined)	-6	-0.1	-2	-2.9	x	4	0.5	x	-7	14
36	CCc1nnc(NC(=O)CC23CC4CC(CC(C4)C2)C3)s1	2	0.0	3&1	-0.4	-5	-3	-1.4	6	2	7
31	O=C(OCc1c(-c2ccccc2)ncc2ccccc12)c1ccc(Br)cc1	0	0.2	8	-0.6	x	-9	-0.6	x	0	-4
33	CCOc1c(OC(C)=O)ccc(/C=C/c2ccc3cccc(OC)c3n2)c1[N+](=O)[O-]	-13	-0.5	21	i	-5	1	2.1	4	0	-1
45	CC(=O)N1CCN(c2ccc(Nc3ncnc4c3oc3ccccc34)cc2)CC1	4	0.6	2	i	-10	-2	x	22	5	1

(list continues)
entry	SMILES	Rv3671c inh	PfHsp40 rescue	SSB-PriA inh	Vc quorum ag	3CLpro inhibitor	Anthrax LF inh2	TcdB GH inh	VHR inh abs	MazF activator	Yp Topo-I inh
46	Cc1cccc(NC(=O)c2ccc(OCc3c(C)noc3C)cc2)n1	-12	-1.5	2	-0.6	x	-3	0.8	x	2	-5
47	Cc1cc([N+](=O)[O-])ccc1NC(=O)c1cccc(NC(=O)C(C)C)c1	8	0.3	-8	0.1	-1	-2	0.4	34	-13	-3
48	Cc1ccc2nc3c(cc2c1)c(NC(=O)C(C)(C)C)nn3CC(C)C	-12	0.0	-19	-0.6	1	49*	-0.6	20	-10	-1
49	CCNS(=O)(=O)c1ccc(CCC(=O)Nc2ccc(C(=O)OC)cc2)cc1	-5	-0.1	-4	1.8	4	-9	1.3	-14	27	11
